Screening data as filed in PubChem.
Cav32 inh: Cav3.2 calcium influx blockers – cell-based, Fluo-4 calcium fluorescence, FDSS, MLSMR library, primary screen | B-score at 10 µM | Cav3.2-expressing cells; active compounds read low | AID 449739, 2010 | 4% of 100,000 active;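 active means single-dose well whose peak fluorescence ratio is a statistical outlier from its plate by either plate-standardised score or position-corrected B-score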
Target sequence (O95180 whole entry, looked up): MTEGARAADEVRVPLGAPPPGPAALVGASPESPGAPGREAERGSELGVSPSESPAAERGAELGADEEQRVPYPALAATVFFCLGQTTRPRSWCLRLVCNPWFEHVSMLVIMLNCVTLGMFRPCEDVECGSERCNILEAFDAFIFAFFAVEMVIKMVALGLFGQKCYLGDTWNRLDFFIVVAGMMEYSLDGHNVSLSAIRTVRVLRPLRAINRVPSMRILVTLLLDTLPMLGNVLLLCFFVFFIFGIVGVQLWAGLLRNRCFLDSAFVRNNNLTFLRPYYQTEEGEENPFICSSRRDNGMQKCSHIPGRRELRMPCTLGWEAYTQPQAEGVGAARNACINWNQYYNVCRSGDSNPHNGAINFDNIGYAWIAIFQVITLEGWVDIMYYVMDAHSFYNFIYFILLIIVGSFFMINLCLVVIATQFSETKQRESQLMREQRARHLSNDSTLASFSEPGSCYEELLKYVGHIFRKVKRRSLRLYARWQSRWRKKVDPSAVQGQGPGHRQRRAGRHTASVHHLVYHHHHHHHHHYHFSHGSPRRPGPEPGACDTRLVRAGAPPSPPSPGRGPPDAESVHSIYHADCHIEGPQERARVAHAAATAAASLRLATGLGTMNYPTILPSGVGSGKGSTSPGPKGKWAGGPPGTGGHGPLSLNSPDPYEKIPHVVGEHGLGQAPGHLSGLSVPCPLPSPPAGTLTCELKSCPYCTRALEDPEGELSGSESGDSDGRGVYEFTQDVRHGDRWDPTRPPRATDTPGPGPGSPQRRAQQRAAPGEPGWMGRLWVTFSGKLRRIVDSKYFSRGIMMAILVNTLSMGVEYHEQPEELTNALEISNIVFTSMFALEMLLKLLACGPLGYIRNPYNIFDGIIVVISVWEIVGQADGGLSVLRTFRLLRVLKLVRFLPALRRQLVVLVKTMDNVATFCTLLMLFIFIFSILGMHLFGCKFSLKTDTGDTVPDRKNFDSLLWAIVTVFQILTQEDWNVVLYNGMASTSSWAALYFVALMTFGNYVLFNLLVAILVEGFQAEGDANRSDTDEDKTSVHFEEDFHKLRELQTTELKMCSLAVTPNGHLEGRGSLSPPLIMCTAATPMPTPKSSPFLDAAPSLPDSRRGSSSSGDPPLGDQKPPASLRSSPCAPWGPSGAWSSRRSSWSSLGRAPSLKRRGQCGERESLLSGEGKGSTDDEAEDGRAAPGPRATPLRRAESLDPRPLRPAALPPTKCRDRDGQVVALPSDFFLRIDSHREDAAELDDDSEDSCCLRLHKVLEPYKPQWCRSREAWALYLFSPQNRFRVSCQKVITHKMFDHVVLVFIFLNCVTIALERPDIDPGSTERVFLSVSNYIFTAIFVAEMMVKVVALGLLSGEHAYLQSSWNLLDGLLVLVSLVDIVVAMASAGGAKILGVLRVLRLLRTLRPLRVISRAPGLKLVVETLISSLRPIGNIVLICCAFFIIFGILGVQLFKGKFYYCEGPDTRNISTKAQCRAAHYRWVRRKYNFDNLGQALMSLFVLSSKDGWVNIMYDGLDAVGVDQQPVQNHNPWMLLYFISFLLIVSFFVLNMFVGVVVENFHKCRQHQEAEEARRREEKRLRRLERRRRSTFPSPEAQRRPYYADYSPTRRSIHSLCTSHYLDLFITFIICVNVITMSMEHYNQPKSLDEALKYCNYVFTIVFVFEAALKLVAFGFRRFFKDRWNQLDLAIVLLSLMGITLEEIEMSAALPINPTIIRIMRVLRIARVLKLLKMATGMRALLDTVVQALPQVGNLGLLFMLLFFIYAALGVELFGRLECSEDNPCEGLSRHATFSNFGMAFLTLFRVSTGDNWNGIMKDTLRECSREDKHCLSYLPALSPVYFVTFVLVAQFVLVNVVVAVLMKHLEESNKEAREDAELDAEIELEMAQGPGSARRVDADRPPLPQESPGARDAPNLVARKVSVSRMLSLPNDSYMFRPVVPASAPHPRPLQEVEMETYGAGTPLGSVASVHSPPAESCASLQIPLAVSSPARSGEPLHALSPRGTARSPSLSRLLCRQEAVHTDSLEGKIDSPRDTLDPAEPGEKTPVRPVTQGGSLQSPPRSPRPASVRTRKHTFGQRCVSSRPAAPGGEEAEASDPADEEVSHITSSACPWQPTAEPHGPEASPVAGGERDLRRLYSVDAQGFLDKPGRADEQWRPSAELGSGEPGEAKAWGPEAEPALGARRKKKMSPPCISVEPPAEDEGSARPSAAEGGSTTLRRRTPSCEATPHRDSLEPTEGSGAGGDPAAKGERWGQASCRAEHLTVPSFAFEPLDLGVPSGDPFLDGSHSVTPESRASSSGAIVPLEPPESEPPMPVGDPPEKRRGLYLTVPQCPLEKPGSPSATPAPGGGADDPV
Active calls of the source: *. An excerpt; rates above refer to the full screens.

Compound	Cav32 inh
COCC(=O)Nc1cc(=O)n(C)c(=O)n1C	-0.56
Cc1ccc(C(=O)NCc2ccco2)cc1S(=O)(=O)N1CCCCC1	0.63
CCN(CC)c1ccc2oc(=O)c(C)nc2c1	-2.4
CCOCC(=O)Nc1cccc(OC)c1	0.025
CCO[C@H]1OC(C(=O)N2CCN(C)CC2)=C[C@@H](c2csc3ccccc23)[C@@H]1CCCO	0.41
NC(=O)CNC1CC(=O)N(CCc2ccccc2)C1=O (stereo unspecified)	0.41
Cc1ccc(S(=O)(=O)N2CCCN(c3nc4cc(C)ccc4cc3C#N)CC2)cc1	1.3
c1ccc(-n2cnc3cc(NCc4cccs4)ccc32)cc1	-3.5
COc1cccc(-c2cc(C(=O)Nc3c(C)n(C)n(-c4ccccc4)c3=O)no2)c1	0.5
CCOC(=O)N1CCN(C(=O)CC(=O)Nc2ccc3nc4n(c(=O)c3c2)CCCCC4)CC1	-0.18
O=C(CCN1C(=O)c2ccccc2C1=O)OCn1nnc2ccccc2c1=O	1.5
CC(C)(C)OC(=O)N1CCC(c2c(C(=O)O)cnn2-c2ccccc2Cl)CC1	1.1
CC1=C(C(=O)Nc2ccccc2)C(c2cccs2)n2nnnc2N1 (stereo unspecified)	0.54
Cc1ccc(N/C(SCc2ccccc2C)=C(/C#N)C(=O)NCc2ccco2)cc1C	-5.3*
Cc1ccc(N(CC(=O)Nc2c(C)n(C)n(-c3ccccc3)c2=O)S(C)(=O)=O)cc1C	0.92
COc1ccc(-c2nnc(NC(=O)c3cc(C)on3)s2)cc1	-0.0062
O=S(=O)(c1ccc(Br)s1)N1CCc2ccccc2C1	-3.3
Cc1ccc[n+](C(C)C(=O)Nc2ccc(C)c([N+](=O)[O-])c2)c1 (stereo unspecified)	0.21
Cc1ccc2c(c1)N(C(=O)c1ccco1)C(C)(C)c1ssc(=S)c1-2	-4.6
CCCCOCCCNC(=O)c1cccs1	-1.1
Cn1c(N)c(S(=O)(=O)NCc2ccccc2)c(=O)n(C)c1=O	0.74
O=C(O)CSCC(=O)Nc1ccc(S(=O)(=O)N2CCCCC2)cc1	-0.79
CCCNc1nc(OCC(F)(F)F)nc(OCC(F)(F)F)n1	0.86
COc1cc(CCCN2C(=O)C(=O)NC[C@@H]2C(C)O)cc(OC)c1OC (stereo partly specified)	0.81
COc1ccc(CN(C(=O)c2ccc3c(c2)OCCO3)C(C(=O)NC2CCCCC2)c2ccc3ncccc3c2)cc1 (stereo unspecified)	-3.4
CCOC(=O)CN(C(=O)CNC(=O)c1cccs1)C(C(=O)NC1CCCCC1)c1cccnc1 (stereo unspecified)	2.4
CN1CCN(C(=O)CCc2nc3ccccc3c(=O)[nH]2)CC1	0.94
O=C1CC(C(=O)O)C2(CCCC2)O1 (stereo unspecified)	-0.15
CCOC(=O)c1ccc(NC(=O)CN(C)S(=O)(=O)c2ccc(OC)cc2)cc1	0.34
CC(C)CCNC(=O)C1CC(c2ccc(C(F)(F)F)cc2)=NO1 (stereo unspecified)	0.053
Cc1csc(NC(=O)CN2CCCCCC2)n1	0.99
CC(C)C(=O)Nc1cccc(C(=O)NCCc2ccc(S(N)(=O)=O)cc2)c1	0.83
CC1(C)CC(=O)C(C=Nc2ccc3c(c2)OCO3)=C(O)C1	-1.6
COc1ccc(C(=S)N2CCCC2)cc1	0.7
Cc1ccc(C2=[N+]([O-])C(C)(C)CC2)cc1	-1.7
CN(c1ccccc1C(=O)N1CCCC1)S(C)(=O)=O	0.42
CCOC(=O)C1=C(C)NC(=O)NC1c1ccoc1 (stereo unspecified)	-0.22
COc1cccc(Nc2nc(CC(C)=O)ns2)c1	0.72
O=C(O)CCC1=C2c3ccccc3CCN2C(=O)CC1	-0.03
COc1ccc(C(=O)CCC(=O)N2CCN(c3ccc(N4CCOCC4)nn3)CC2)cc1	0.46
COC(=O)C1=C(C(=O)OC)[C@@H]2Nc3ccccc3[C@@]23C[C@@H](C(=O)OC)N(C(=O)NC2CCCCC2)C3=N1	-2
CCSc1nnc(Cc2cc(=O)[nH]c(=O)[nH]2)n1-c1ccc(Cl)cc1	0.96
O=c1[nH]c(SCc2ccc(Cl)cc2)nc2c1CCC2	-0.62
COc1cccc(C2=NOC(C(=O)NCC3CCCO3)C2)c1 (stereo unspecified)	-2.4
C=C(C)C(=O)N1CC2(CC(c3cccc(NC(=O)/C(C)=C\C)c3)=NO2)C[C@H]1C(N)=O (stereo partly specified)	0.029
Cc1sc2ncnc(NCCCn3ccnc3)c2c1C	0.15
Brc1ccc(-c2noc3c2-c2nc(-c4ccccc4)sc2CC3)cc1	0.98
Cc1ccc(CC(CC(=O)NCCc2ccc3c(c2)OCO3)C(=O)O)cc1 (stereo unspecified)	-0.66
COc1ccc(NCc2nnc(SCC(=O)Nc3ccccc3OC)o2)cc1	1
Cc1cc2oc(=O)cc(CSc3nc(N)cc(N)n3)c2cc1C(C)C	0.96
Cn1c(SCC(=O)NCC2CCCO2)nc2c([nH]c3ccccc32)c1=O (stereo unspecified)	0.75
O=c1c(Cl)nc2cc(Cl)ccc2n1CCNc1ncc(C(F)(F)F)cc1Cl	2.3
COc1cc2c(cc1OC)C1Cc3ccc(OC)c(OC)c3CN1CC2 (stereo unspecified)	-0.29
O=C(/C=C/c1ccc(Cl)cc1Cl)NCCN1CCOCC1	0.16
Cc1ccc(NC(=O)NC2CCN(CC(=O)Nc3nccs3)CC2)cc1	1.1
COc1ccc(NC(=S)NC(NC(=O)c2ccccc2Cl)C(Cl)(Cl)Cl)c([N+](=O)[O-])c1 (stereo unspecified)	-3.6
CC(C)(C)c1ccc(C(=O)CC(=O)c2cc(Cl)ccc2O)cc1	-1.1
COC(=O)C(CC(C)C)NC(=O)C(N)Cc1ccccc1 (stereo unspecified)	-0.13
CCO[C@@H]1OC(C(=O)N2CCN(C)CC2)=C[C@H](c2coc3ccccc3c2=O)[C@H]1CCCO	0.29
CCOC(=O)NC(Nc1cc(C)ccn1)(C(F)(F)F)C(F)(F)F	0.79

Structures above that bear a hit mark in Cav32 inh.
Compound	Cav32 inh
Cc1ccc(N/C(SCc2ccccc2C)=C(/C#N)C(=O)NCc2ccco2)cc1C	-5.3*

Additional records follow:
Compound	Cav32 inh
Cc1cccc(N/C(N)=N/c2nc(C)cc(C)n2)c1	0.35
CN1CCC(OC(=O)COc2ccccc2)CC1	-0.38
CCCCNC(=O)COC(=O)c1ccc(Cl)c(S(=O)(=O)N2CCCC2)c1	3.6
COc1ccc(NC(=O)c2cccc(OC(F)F)c2)cc1Cl	-0.44
CS(=O)(=O)N1CCN(C(=O)c2cc(-c3ccccc3)nc3ccccc23)CC1	0.0012
O=C(OCCCN1CCCCC1)c1ccc(O)cc1	-0.15
CCOC(=O)C1CCCN(c2c(NCCCN(C)Cc3ccccc3)c(=O)c2=O)C1 (stereo unspecified)	0.7
CCOC(=O)C1CCCN(c2c(NCCCN(CC)c3ccccc3)c(=O)c2=O)C1 (stereo unspecified)	1.5
O=C(COc1ncnc2c(Cl)cc(Cl)cc12)N1CCCCC1	-0.018
CCCc1nnc(NC(=O)C(CC)OC(=O)c2cc(C)nc3ccccc23)s1 (stereo unspecified)	-4.3*
CCCN1C2CCCC1CC(NC(=O)c1ccccc1OCC)C2 (stereo unspecified)	-0.047
CCCc1c(C)[nH]c2ccc(NC(C)=O)cc2c1=O	-0.18
COCCN1C(=O)C(O)=C(C(C)=O)C1c1ccc(F)cc1 (stereo unspecified)	0.34
CCOc1ncccc1C(=O)OCC(=O)Nc1cc(C)ccc1C	0.94
CCCC(C(=O)NC1CCCC1)N(CC1CCCO1)C(=O)c1snc(C(N)=O)c1N (stereo unspecified)	0.71
Cc1nn(C)c(N)c1C(O)(c1nccn1C)C(F)(F)F (stereo unspecified)	-0.063
O=C(NNC(=S)NC(=O)c1cccnc1)c1ccc(Cl)cc1	-2.7
O=C(Nc1sccc1C(=O)N1CCOCC1)c1cccnc1	0.58
CCNC(=S)NS(=O)(=O)c1ccc(Cl)cc1	-0.41
COCCCNC(=O)c1ccc(Cn2c(=O)c3ccccc3n(Cc3cc(C)ccc3C)c2=O)cc1	-1.4
CSCc1c(C(=O)Nc2ccc(N3CCOCC3)cc2)oc2ccccc12	0.053
O=C(NCCCN1CCOCC1)c1ccc(S(=O)(=O)N2CCOCC2)cc1	0.19
C=CC(=O)NC(C)(C)Cc1ccccc1	0.32
CC1CCCN(c2nc3c(c(=O)n(C)c(=O)n3C)n2Cc2ccccc2)C1 (stereo unspecified)	-3.9
CCOC(=O)c1c(C)[nH]c(O)c1C=Nc1ccccc1	0.0062
COc1ccc(CCNC(=O)COc2ccc(-c3ccc(C)cc3)cc2)cc1OC	-1.5
Cc1ccnc(N2C(=O)c3ccccc3C2Nc2ccc3c(c2)OCCO3)c1 (stereo unspecified)	-2.9
OCC[C@H]1C[C@@H](O)[C@H](O)[C@@]2(CCCO2)O1	0.78
CCSc1nnc(NC(=O)CSc2nc(C)cc(C)n2)s1	0.53
Cc1ccc2nc(-c3ccccn3)cc(C(=O)N3CCN(c4ncccn4)CC3)c2c1	0.12

Part of the list above, with each value named:
molecule: COCCN1C(=O)C(O)=C(C(C)=O)C1c1ccc(F)cc1 (stereo unspecified)
  Cav32 inh = 0.34
molecule: CCOc1ncccc1C(=O)OCC(=O)Nc1cc(C)ccc1C
  Cav32 inh = 0.94

The listing continues.
Compound	Cav32 inh
CC(C(=O)NC(=O)NC1CCCCC1)N1CCN(c2ccccn2)CC1 (stereo unspecified)	1.6
Cc1nc2nc(C)c(CCC(=O)O)c(C)n2n1	-0.83
O=C(CSc1nnc(CCc2ccccc2)n1-c1ccc(Cl)cc1)NCc1ccccc1	-5.9*
O=C(NC(Cc1ccc2c(c1)OCO2)C(=O)N1CCCC1C(=O)O)c1ccccc1 (stereo unspecified)	0.084
COC(=O)C1=CN(CCCN2CCCC2=O)C=C(C(=O)OC)C1c1ccccc1C(F)(F)F	0.8
COc1ccc(C(=O)Nc2ccc(N3CCOCC3)cc2)cc1OC	-0.045
CSc1nc(C)cc(NC(N)=O)n1	-0.41
CC(C(=O)O)N1C(=O)c2cccc3cccc1c23 (stereo unspecified)	0.31
O=C(Nc1cc(Cl)ccc1Oc1ccccc1)c1cnccn1	0.46
COc1ccc(NC(C)=O)cc1NC(C)C(=O)Nc1ccccc1F (stereo unspecified)	0.36
COc1cccc(N2CCN(C3C4CC5CC(C4)CC3C5)CC2)c1 (stereo unspecified)	-0.4
COC(=O)C1=C(C(=O)OC)[C@@H]2N(C)c3ccc(OC)cc3[C@@]23C[C@@H](C(=O)OC)N(C(=O)c2ccco2)C3=N1	-0.1
CCN1CCN(C(=O)c2ccc(NS(=O)(=O)c3ccccc3)cc2)CC1	0.32
COc1cc(OC)cc(-c2nc(-c3ccc(Br)cc3)no2)c1	0.022
O=C(CSCCc1ccccn1)Nc1ccc(Br)cn1	-0.041
COc1cccc(C2CC(=O)Nc3cc4c(cc32)OCCO4)c1OC(C)C (stereo unspecified)	-2.5
O=C(CCNS(=O)(=O)c1cccs1)Nc1nccs1	0.76
Cc1ccc(NC(=O)c2oc3ccccc3c2NC(=O)c2ccc3c(c2)OCO3)cc1	-0.43
O=C(O)c1ccccc1C(=O)NNc1ccc(F)cc1	-0.57
COc1ccc(N2Cc3cccc(C(=O)NC(C)CCc4ccco4)c3C2=O)cc1 (stereo unspecified)	-0.81
Cc1nnc(NC(=O)c2c(F)cccc2F)s1	1.7
O=C(NCCO[N+](=O)[O-])c1cccnc1	0.083
CCCCN(CC)Cc1ccc(CNC(=O)Nc2ccc(F)cc2)o1	1
O=C(CCN1C(=O)c2ccccc2C1=O)Nc1sc2c(c1C(=O)NCc1ccco1)CCCC2	-3
COC(=O)C1=C(C)N(c2cccc(C)c2)C(=O)/C1=C\c1cccs1	-1.9
COc1ccccc1N1CCN(C(=O)c2oc3cc(C)c(C)cc3c2C)CC1	-1.3
CCS(=O)(=O)Nc1ccc(C2=NN(S(=O)(=O)c3ccc(F)cc3)C(c3ccco3)C2)cc1 (stereo unspecified)	-4.1
Cc1c(C(=O)c2no[n+]([O-])c2C(=O)c2cnn(C)c2C)cnn1C	0.77
COC(=O)C(CCSC)NC(=O)Cn1ncc2c(=O)oc3ccccc3c21 (stereo unspecified)	0.58
CCCSc1nc(C)c(-c2csc(C(C#N)=C3CCCC3)n2)cc1C#N	-0.59

A section taken from the entries so far, for reference:
Compound	Cav32 inh
COC(=O)C1=C(C)N(c2cccc(C)c2)C(=O)/C1=C\c1cccs1	-1.9
COc1ccccc1N1CCN(C(=O)c2oc3cc(C)c(C)cc3c2C)CC1	-1.3
CCS(=O)(=O)Nc1ccc(C2=NN(S(=O)(=O)c3ccc(F)cc3)C(c3ccco3)C2)cc1 (stereo unspecified)	-4.1
Cc1c(C(=O)c2no[n+]([O-])c2C(=O)c2cnn(C)c2C)cnn1C	0.77
COC(=O)C(CCSC)NC(=O)Cn1ncc2c(=O)oc3ccccc3c21 (stereo unspecified)	0.58
CCCSc1nc(C)c(-c2csc(C(C#N)=C3CCCC3)n2)cc1C#N	-0.59

The results go on:
Compound	Cav32 inh
CCN(CC)CCn1c(NCc2cccc(OC)c2OC)nc2ccccc21	0.63
Nc1ccccc1SCc1cc([N+](=O)[O-])cc2c1OCOC2	-4.3*
Cc1c(Cl)cccc1-n1nnnc1-c1cccs1	-0.25
Cc1ccc2c(c1)N(CC(=O)NCC1CCCO1)C(=O)C(C)O2 (stereo unspecified)	0.92
CCCCCCC(=O)Nc1ccc(Cl)cn1	-2.6
COc1ccc(CCNC(=O)C2CC(=O)N(C3CCCCCCC3)C2)cc1OC (stereo unspecified)	0.55
CON(C)S(=O)(=O)c1ccc2c(c1)NC(=O)C1CCCN21 (stereo unspecified)	0.63
